Dynein cargo inh = dynein cargo transport inhibition. 3617.4 mouse cells, GR-EGFP nuclear translocation imaging; test concentration mostly 20 µM; stimulated with dexamethasone, 1 µM; stronger effect = lower value. z-score, hits read low. actives 0.47% (n = 220,000);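 active = plate z-score of nuclear minus cytoplasmic receptor signal below a set negative limit, without overly bright fluorescence or cell loss, cut at about -3.5 in these data, passing the limit was not always enough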;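 also: z-score of nuclear minus cytoplasmic ring GR-EGFP intensity difference per well; some compounds called inactive have numbers as strong as hits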
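Buffer or medium: tet-free, stripped-serum medium; Also added: dexamethasone, 1.0 µM final; Technique: high-content fluorescence imaging after fixation; Times: 48 h induction, 1 h compound, 30 min dex at 37 °C; Read-out: per-cell GR-EGFP intensity, nucleus versus surrounding cytoplasmic ring, well-averaged.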
MT stabilize HCS = stabilizes microtubules in HeLa cells. HeLa tubulin immunostaining HCS, 24 h; share of cells brighter than vehicle mean+2SD. % tubulin-high responders, % at 10 µM. actives 0.83% (n = 200,000). AID 2205;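 active = plate Z-score above 3 for both tubulin-high and condensed-nucleus cell shares, with cell loss under 80%, at 10 µM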;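 also: anti alpha tubulin signal scored within the nucleus-defined area of each cell; some results filed as inactive read as strong as hits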
Insulin prom up = MIN6 insulin promoter up-regulation. MIN6 insulin promoter-GFP reporter, high-content imaging; stronger effect = higher value. z-score at 5 µM. actives 0.3% (n = 190,000). AID 1625;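 active = z-score above 3 at 5 µM with at least 500 cells counted in the well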
Autophagy mod = alters autophagy in cells; MEF GFP-LC3 puncta imaging; test concentration mostly 10 µM; calls only at 10 µM (by protocol); actives 0.98% (n = 190,000);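 active = percentage of spot-positive cells more than 3 SD above its plate mean, without a fluorescence outlier flag or 80% toxicity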;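 also: spot-positive cell cutoff set from DMSO-treated cells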
HIV fusion peptide = inhibitors of HIV fusion peptide binding, primary screen, biochemical, uHTS, fluorescence dequenching (AID 1986); cell-free peptide binding, fluorescence dequenching, 30 min; higher % means a stronger effect; actives 0.3% (n = 290,000); inhibition, % at 20 µM, or IC50 in µM where a hit was titrated; in the data active = inhibition mostly above about 52%, no sharp cut-off; inactive = mostly below about 76%; also: some results filed as inactive read as strong as hits
AID2073 = inhibitors of Mint1-CaV2.2 protein interaction, biochemical, HTRF (AID 2073); HTRF protein-protein interaction, Mint1-CaV2.2; higher % means a stronger effect; inhibition, % at 20 µM, or IC50 in µM where a hit was titrated; actives 0.19% (n = 290,000); in the data active = inhibition mostly above about 51%, no sharp cut-off; also: some results filed as inactive read as strong as hits
b-catenin transl = modulators of beta-catenin nuclear translocation; nuclear translocation activity, % at 5 µM; actives 0.3% (n = 190,000); AID 1665; HeLa beta-catenin nuclear translocation, immunofluorescence imaging;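 active = nuclear translocation activity above 50% at 5 µM, with a well cell count of 50 or more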;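 also: per-cell ratio of nuclear to cytoplasmic median beta-catenin stain intensity; plate controls were DMSO negative control for no effect and GSK-3 inhibitor IX positive control for full effect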
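Test system: human HeLa cells, endogenous beta-catenin. Times: 24 h compound exposure, 37°C. Measured by: beta-catenin immunofluorescence imaging with DAPI.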
WT yeast gro inh = growth inhibition of WT yeast, mitochondrial fusion screen; actives 2.1% (n = 190,000); inhibition, % at 10 µM; mitochondrial fusion phenotypic screen, WT strain; in the data active = inhibition above about 58%; tested in S. cerevisiae
Yfh1-depleted yeast = enhancers of respiration in Yfh1-depleted yeast, dose response, Friedreich's ataxia, plus single-dose screen (AID 1465) | actives 0.074% (n = 220,000) | S. cerevisiae Yfh1-off respiration, WST-1 reduction, 72 h; higher fold induction means a stronger effect | one-dose fold induction at 50 µM; EC50 in µM for titrated hits;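 active = fold induction of absorbance versus untreated yeast above a set limit, then at least 30% activation at any dose in follow-up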;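 also: activators that raise dye reduction in frataxin-depleted yeast; strong numbers were not always called active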
WT yeast gro inh mutant strain = recorded beside WT yeast gro inh, whose call it bears; inhibition, %; mitochondrial fusion phenotypic screen, mutant strain inhibition
Dynein cargo inh cytoplasmic EGFP = second read-out of Dynein cargo inh, no call of its own (marks repeat the call); z-score; measured here: cytoplasmic GR-EGFP intensity; stronger effect = higher value
Dynein cargo inh nuclear GR-EGFP = second read-out of Dynein cargo inh, no call of its own (marks repeat the call); z-score; measured here: nuclear GR-EGFP intensity;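 lower value marks the stronger effect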
Dynein cargo inh cell count = further read-out of Dynein cargo inh, marked with its call; z-score; measured here: cell count per field
Insulin prom up cell count = further read-out of Insulin prom up, marked with its call; cell count; measured here: cytotoxicity, nuclei count;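 total cells summed across four imaged fields per well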
b-catenin transl cell count 5 µM = recorded beside b-catenin transl, whose call it bears; cell count; measured here: cell count, cytotoxicity flag
MT stabilize HCS Hoechst-high % = also measured in MT stabilize HCS; calls as there; % Hoechst-high responders; measured here: nuclear condensation Hoechst responders;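 share of cells brighter than vehicle mean plus two SD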
MT stabilize HCS cytotoxicity % = second read-out of MT stabilize HCS, no call of its own (marks repeat the call); toxicity, %; measured here: cytotoxicity by cell density;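 0% = mean cell density of plate MIN control wells and 100% = no cells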
Autophagy mod cell loss 18 h = second read-out of Autophagy mod, no call of its own (marks repeat the call); toxicity, %; measured here: cell loss, nuclei count;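 cell loss after 18 h compound exposure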
* = called active by the depositor; i = inactive; . = no result given. No enrichment for hits; any-hit rate near 4.2%.

The first 3 records, to show the layout:
molecule	MT stabilize HCS cytotoxicity %	Insulin prom up	Dynein cargo inh cell count	Autophagy mod	WT yeast gro inh	b-catenin transl cell count 5 µM	Dynein cargo inh nuclear GR-EGFP	AID2073	Dynein cargo inh	MT stabilize HCS Hoechst-high %	b-catenin transl	Autophagy mod cell loss 18 h	Yfh1-depleted yeast	WT yeast gro inh mutant strain	MT stabilize HCS	HIV fusion peptide	Insulin prom up cell count	Dynein cargo inh cytoplasmic EGFP
CC(C)NC(=O)c1cc2ccccc2o1	1.1	.	0.13	i	0	510	0.053	4%	0.5	2.6	0.9	-3	i	-2	3.5	1.5%	.	-0.26
O=c1c2ccccc2nc(SCc2nnc(-c3ccccc3Br)o2)n1Cc1ccco1	7.2	0.51	0.93	i	5	1140	-0.43	-2%	-0.75	1.3	0.8	5	i	19	1.7	-1.4%	1323	-0.19
COc1ccc(OC)c(NC(=O)CN(C)S(=O)(=O)c2ccc3nc(C)sc3c2)c1	7.4	0.14	-0.63	i	14	590	1.6	5%	2	0.9	-3.3	3	i	9	3.4	-0.6%	1385	-0.23

Main list (from the top)
molecule	MT stabilize HCS cytotoxicity %	Insulin prom up	Dynein cargo inh cell count	Autophagy mod	WT yeast gro inh	b-catenin transl cell count 5 µM	Dynein cargo inh nuclear GR-EGFP	AID2073	Dynein cargo inh	MT stabilize HCS Hoechst-high %	b-catenin transl	Autophagy mod cell loss 18 h	Yfh1-depleted yeast	WT yeast gro inh mutant strain	MT stabilize HCS	HIV fusion peptide	Insulin prom up cell count	Dynein cargo inh cytoplasmic EGFP
CC(C)NC(=O)c1cc2ccccc2o1	1.1	.	0.13	i	0	510	0.053	4%	0.5	2.6	0.9	-3	i	-2	3.5	1.5%	.	-0.26
O=c1c2ccccc2nc(SCc2nnc(-c3ccccc3Br)o2)n1Cc1ccco1	7.2	0.51	0.93	i	5	1140	-0.43	-2%	-0.75	1.3	0.8	5	i	19	1.7	-1.4%	1323	-0.19
COc1ccc(OC)c(NC(=O)CN(C)S(=O)(=O)c2ccc3nc(C)sc3c2)c1	7.4	0.14	-0.63	i	14	590	1.6	5%	2	0.9	-3.3	3	i	9	3.4	-0.6%	1385	-0.23
CCn1c(SCC(=O)Nc2ccc(C)cc2)nnc1-c1ccc(O)cc1	2.5	0.36	0.86	i	2	1242	-0.23	9%	-0.31	1.9	-2.9	-6	i	9	2.0	2.3%	1302	-0.24
O=C(Nc1ccccc1F)Nc1ccccc1OC(F)F	7.1	-0.12	-0.37	i	5	1414	0.34	3%	-0.82	2.0	0.0	3	i	15	5.0	1.1%	1349	-0.27
CC(=O)NNC(=O)c1cc2sccc2s1	.	0.06	-0.47	.	.	1111	0.7	-4%	1.4	.	-0.8	.	i	.	.	-0.2%	1495	-0.075
CCN=c1scc(C)n1/N=C/c1cc(Br)c(O)c(Br)c1	3.8	-0.13	0.17	i	13	1085	-0.45	11%	-0.77	2.6	-0.1	2	i	-8	1.8	30%	1386	-0.18
CCN(Cc1ccncc1)Cc1nc(-c2ccc(C(=O)OC)cc2)no1	3.0	0.2	-0.26	i	-15	1592	0.54	-1%	0.9	1.2	-0.2	-17	i	32	2.6	2.1%	1548	-0.27
CCOC(=O)c1sc(Nc2ccccc2)nc1C	2.5	.	0.89	i	-3	.	-0.49	16%	-1.3	0.9	.	1	i	-62	0.6	1.0%	.	-0.023
Cc1cc(C)cc(OCCNC(=O)C(C)N2C(=O)c3ccccc3C2=O)c1 (stereo not drawn)	1.6	.	-1.1	i	-4	598	0.024	2%	0.84	1.8	2.4	-1	i	7	1.8	0.1%	.	-0.28
CC(=O)N1CCCc2cc(S(=O)(=O)N(CC(C)C)CC(C)C)ccc21	5.5	-0.64	0.52	i	-8	1130	0.082	4%	-0.45	2.6	0.1	7	i	0	3.5	-0.8%	1097	-0.21
Cc1ccc(C(=O)N/C(=C\c2cccs2)C(=O)NCCCn2ccnc2)cc1C	3.4	0.3	-0.35	i	-7	1384	1.2	-10%	1.4	2.0	0.2	-23	i	-7	2.9	-2.9%	1579	-0.19
C/C(=C/C(=O)O)C(=O)Nc1cccc(C(F)(F)F)c1	3.0	.	-1.4	i	2	1077	1.1	6%	1.7	1.1	1.2	4	i	-2	3.4	1.9%	.	-0.051
Cc1cc(Nc2ccccc2)n(-c2ccc(Br)cc2)n1	25	-0.87	0.55	i	26	1193	-0.66	-16%	-1.7	0.8	-2.1	1	i	26	0.7	-2.6%	979	1.3
COC(=O)c1cccc(NC(=O)CCc2ccccc2)c1	11	0.86	0.35	i	-3	449	-0.5	-1%	-0.47	2.4	5.7	-3	i	0	5.2	-1.0%	1164	-0.3
C[C@H](NC(N)=O)C(=O)OCC(=O)Nc1ccc(OC(F)F)cc1	7.2	1.8	-0.61	i	-19	1004	0.51	-7%	0.56	1.8	-2.4	1	i	10	3.3	-1.9%	1042	-0.38
COc1cccc(/C=N/N2CCN(C3c4ccccc4-c4ccccc43)CC2)c1O	.	-0.42	0.039	.	.	1191	0.45	20%	-0.37	.	-0.3	.	i	.	.	-2.6%	1189	-0.28
CNNC(=S)Nc1ccc(Cl)cc1	.	0.29	-0.5	.	.	1341	-0.011	4%	0.25	.	-0.3	.	i	.	.	-0.7%	1382	-0.23
COC(CNC(=O)Cn1ncc2ccsc2c1=O)OC	2.4	.	-0.24	i	-11	.	-0.21	1%	-0.085	2.2	.	8	i	-5	3.5	-0.5%	.	-0.16
c1cncc(C2OCC3(CO2)COC(c2cccnc2)OC3)c1 (stereo not drawn)	5.2	.	-0.79	i	-9	982	2.3	7%	3	1.1	0.9	23	i	1	2.6	0.7%	.	-0.18
O=C(Nc1ccc([N+](=O)[O-])c(NC(=O)C2CCCO2)c1)C1CCCO1 (stereo not drawn)	5.8	0.57	0.66	i	-9	.	-0.3	-8%	-0.37	3.9	.	1	i	-3	1.6	2.1%	1460	-0.3
CCN(CC)S(=O)(=O)c1ccc(N2CCCCC2)c(C(=O)Nc2ccccc2N2CCOCC2)c1	6.1	-0.1	-1.5	i	9	1138	1.3	22%	1.3	0.7	0.1	0	i	-2	1.5	-1.1%	946	0.041
COc1cc(NC(=O)C(=O)N2CCN(C)CC2)c(OC)cc1Cl	.	-0.14	1.3	.	.	1276	-0.28	-2%	-0.58	.	0.4	.	i	.	.	-2.0%	1107	-0.26
COc1ccc(S(=O)(=O)N[C@@H](CC(C)C)C(=O)O)cc1	9.9	-0.49	0.54	i	-7	924	-0.2	2%	-0.88	2.3	-1.1	-6	i	-28	3.7	8.5%	1404	-0.21
CCC(C(=O)OCC(=O)Nc1c(Cl)cccc1Cl)c1ccccc1 (stereo not drawn)	5.1	-0.06	0.96	i	-10	543	0.16	2%	0.24	1.9	-6.8	-1	i	-7	2.8	0.6%	1349	-0.25
CN(C)S(=O)(=O)c1cccc(NC(=O)c2ccc(OC(F)(F)F)cc2)c1	0.7	-0.04	1.3	i	14	935	-0.99	6%	-1.1	3.8	0.9	-4	i	-8	2.2	0.2%	1352	-0.16
Cc1ccc(C)c(C(C)NC(=O)CC#N)c1 (stereo not drawn)	1.5	-0.18	-0.8	i	1	1401	0.69	6%	1.9	3.3	-0.5	4	i	7	4.6	0.1%	1401	-0.36
CSCCC(NS(=O)(=O)c1ccc2c(c1)oc(=O)n2C)C(=O)NC1CCN(Cc2ccccc2)CC1 (stereo not drawn)	2.9	-0.44	0.63	i	10	1101	-0.25	-6%	-0.66	2.5	-0.5	14	i	4	5.2	-1.4%	1286	-0.12
O=C(NCCCn1ccnc1)Nc1ccc(Cl)cc1Cl	7.5	1.5	-1.7	i	-5	936	1.7	-4%	1.5	2.0	-4.1	14	i	-3	3.9	0.9%	1130	-0.14
CC(=O)Nc1cccc(-c2nc3ccccc3c(=O)o2)c1	5.1	-0.91	-0.61	i	-13	1096	-1.2	0%	-2.2	2.5	-1.1	-2	i	-15	3.9	-2.1%	1796	-0.12
Cc1nc2nc(SCC(=O)NCc3ccco3)nn2c(C)c1Cc1ccccc1	5.2	.	-0.36	i	.	989	0.25	6%	-0.25	2.0	-4.1	1	.	.	2.7	3.4%	.	-0.21
Cc1cc(C)c(N=C2SCC(=O)N2Cc2ccco2)c(C)c1	.	-0.1	0.81	.	.	1376	-0.048	-17%	-0.75	.	-1.1	.	i	.	.	-1.7%	1067	-0.24
CCOC(=O)N1CCN(C(=S)Nc2ccc(C)cc2C)CC1	8.8	-0.14	0.21	i	8	1038	0.079	-21%	0.53	1.3	-1.4	-4	i	4	8.2	-0.5%	1572	-0.27
O=C(/C=C/c1ccc(OCc2ccccc2)c(OCc2ccccc2)c1)c1cccnc1	7.9	-0.5	1.1	i	0	1054	-1.5	37%	-2.4	1.9	-0.3	2	i	1	1.9	11%	1019	0.073
O=C(COC(=O)c1ccccc1SCC(=O)NC1CCCCC1)NC1CCCCC1	6.5	-0.97	1.2	i	-1	1144	0.87	10%	0.31	1.3	0.9	-31	i	-6	3.9	3.0%	921	1.7
COc1ccc(S(=O)(=O)ON=C2CC(C)(C)N(C(C)=O)C(C)(C)C2)cc1	10.0	1.1	0.64	i	-9	1434	-0.65	16%	-0.55	3.0	0.8	-13	i	-2	1.7	2.0%	1424	-0.22
Cc1ccccc1C(=O)N1CCC(C(N)=O)CC1	28	1	1.1	i	-5	1154	0.49	0%	1.2	1.6	-1.0	3	i	0	1.9	-0.6%	800	-0.38
CCC1Sc2ccccc2N(CC(=O)NCCC2=CCCCC2)C1=O (stereo not drawn)	11	0.31	0.27	i	12	.	0.093	41%	-0.35	1.8	.	-2	i	-2	2.6	0.9%	866	0.56

Screening results deposited in PubChem by several laboratories.
